KCNQ2 inh = KCNQ2 potassium channel inhibitors, primary screen, cell-based, CHO-K1, FluxOR thallium flux, B-score (AID 2156) | O88943 | 20 min; stronger effect = lower value | B-score at 10 µM | actives 1.1% (n = 310,000);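 active means fluorescence ratio B-score at most minus 3 library SDs, with starting brightness B-score within 2 library SDs, cut at about -5.5 in these data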
Target sequence (O88943 whole entry, looked up): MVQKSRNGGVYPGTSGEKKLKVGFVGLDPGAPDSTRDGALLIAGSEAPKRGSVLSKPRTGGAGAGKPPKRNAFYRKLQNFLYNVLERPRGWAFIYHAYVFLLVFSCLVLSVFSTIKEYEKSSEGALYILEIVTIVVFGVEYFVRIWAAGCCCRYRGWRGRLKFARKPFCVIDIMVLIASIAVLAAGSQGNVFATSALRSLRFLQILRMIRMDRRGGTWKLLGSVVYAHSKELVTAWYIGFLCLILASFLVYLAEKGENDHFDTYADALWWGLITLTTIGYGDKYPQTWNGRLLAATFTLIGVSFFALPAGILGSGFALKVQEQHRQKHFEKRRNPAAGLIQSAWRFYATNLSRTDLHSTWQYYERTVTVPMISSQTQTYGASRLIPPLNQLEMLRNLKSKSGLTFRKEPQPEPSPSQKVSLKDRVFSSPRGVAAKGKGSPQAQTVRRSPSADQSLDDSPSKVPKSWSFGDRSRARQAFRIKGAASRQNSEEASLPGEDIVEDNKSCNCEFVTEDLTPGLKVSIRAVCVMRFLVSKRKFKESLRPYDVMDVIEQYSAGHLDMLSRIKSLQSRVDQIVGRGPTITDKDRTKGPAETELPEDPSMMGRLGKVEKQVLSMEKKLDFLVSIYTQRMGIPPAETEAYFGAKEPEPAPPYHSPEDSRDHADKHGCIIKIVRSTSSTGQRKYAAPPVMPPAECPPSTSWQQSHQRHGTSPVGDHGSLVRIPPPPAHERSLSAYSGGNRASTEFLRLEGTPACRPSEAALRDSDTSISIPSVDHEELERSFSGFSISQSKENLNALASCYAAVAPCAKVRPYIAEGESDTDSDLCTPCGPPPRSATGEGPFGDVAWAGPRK
Kir21 inh = blocks the mouse Kir2.1 inward-rectifier potassium channel | B-score at 10 µM | HEK293-Kir2.1, FluxOR thallium flux fluorescence; stronger effect = lower value | actives 0.85% (n = 310,000) | P35561;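 active means fluorescence ratio B-score at or below minus 3 SD of library scores, with starting-brightness B-score within 2 SD, cut at about -4.2 in these data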;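 further: channel flux triggered by added potassium and thallium sulfate stimulus; B-score of peak minus minimum fluorescence over baseline after thallium stimulus; more negative B-score means stronger Kir2.1 block with less thallium influx; some compounds called inactive have numbers as strong as hits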
* hit, by the source's call; i = inactive. The order is random; any-hit rate near 1.9%.

KCNQ2 inh | Kir21 inh | molecule
i | -1.9 | CCOC(=O)C(NC(=O)Nc1ccc(Cl)cn1)(Oc1ccc(F)cc1)C(F)(F)F (stereo not given)
i | 0.02 | Cc1c(F)cccc1NS(=O)(=O)c1ccc2c(c1)NC(=O)CO2
i | 0.7 | Cc1noc(C(=O)Nc2sc3c(c2C#N)CCC3)c1Cl
i | -0.98 | COc1ccc(NC(=O)CSc2ccc(C)cc2)cc1
i | 0.02 | COc1ccc(-c2ccc(-c3noc(C4CCCCC4)n3)c(OC)n2)cc1
i | -1.8 | N#CNC1=NCN(Cc2ccccc2)CN1
i | 0.86 | c1ccc(Oc2nc(N3CCOCC3)nc(N3CCOCC3)n2)cc1
i | 1.9 | O=C(CSCc1cccc(Br)c1)N1CCOCC1
i | 1.7 | COc1ccc(/C=N/NC(=O)c2c(C)nc3ccccn23)cc1[N+](=O)[O-]
i | 3.2 | CCOC(=O)N1CCC(N2Cc3cccc(C(=O)Nc4ccccc4OC)c3C2=O)CC1
i | -4.3* | Cc1csc(NC(=O)CCS(=O)(=O)c2ccc(Br)cc2)n1
i | -0.15 | COc1ccc(CN2CCN(C(=O)Cn3nc(C)n4cccc4c3=O)CC2)c(OC)c1OC
i | -1.6 | COc1ccc(OC)c(/C=N/NC(=O)c2[nH]nc3c2CCc2ccccc2-3)c1
i | -0.9 | c1ccc(Nc2nnc(-c3cccnc3)s2)cc1
i | -0.4 | CCOC(=O)C1=C(C)NC(=O)CC1c1ccccc1 (stereo not given)
i | -4.8* | OCC1(CCc2ccccc2)CCN(Cc2cc(Cl)ccc2O)CC1
i | 0 | CC(=O)NCCn1c(SCC(=O)NCCC2=CCCCC2)nc2ccccc2c1=O
i | -0.04 | Cc1cccc(C(=O)N2CCCC(N3CCN(c4ccccc4F)CC3)C2)n1 (stereo not given)
i | 0.52 | O=C1CC2(CCCCC2)Oc2ccc(F)cc21
i | -1.1 | FC(F)Sc1ccc(NC(=S)NC2CCCC2)cc1
i | -0.32 | Cn1c(/C(C#N)=N/O)nc2ccccc21
i | 1.8 | CC(=O)Nc1ccc(NC2CCCCC2NS(=O)(=O)c2ccc(Cl)cc2)cc1 (stereo not given)
i | -0.68 | O=C(Cn1cnc2ccccc2c1=O)Nc1ccc2c(c1)OCCO2
i | 1.1 | CCC(=O)Nc1c(S(=O)(=O)c2ccc(C)cc2)c2nc3ccccc3nc2n1C(C)c1ccccc1 (stereo not given)
i | 0.83 | CCOC(=O)N1CCN(C(=O)C2CC(=O)N(c3ccc(C)cc3)C2)CC1 (stereo not given)
i | -0.13 | O=C(NC(=S)Nc1cc([N+](=O)[O-])ccc1Cl)c1ccccc1
i | -0.2 | CC(C)NC(=O)C(=O)NCCCOC(C)C
i | 0.32 | COC(=O)c1cn(C(=O)OC)c2ccccc12
i | -0.99 | CCOc1ccc(/C=N/NC(=O)c2cc(-c3cccn3C)n[nH]2)cc1
i | -0.97 | CCCCN(CCCC)CCNC(=O)CN1C(=O)COc2ccc(S(=O)(=O)N3CCOCC3)cc21
i | 0.55 | CS(=O)(=O)N(CC(=O)NCCSCc1ccccc1)c1ccccc1Br
i | 2.1 | CCOC(=O)COc1c(OC)cc(Cl)cc1C1Nc2ccccc2C(=O)N1c1ccc(F)cc1 (stereo not given)
i | -1 | Cc1c(-c2ccc(F)cc2)nc(N)c(C#N)c1-c1ccco1
i | -0.71 | Cc1cccc(NS(=O)(=O)c2cccc(C(=O)N3CCCC3)c2)c1
i | 0.06 | CCc1ccc(CNC(=O)CCC(=O)n2ncc3cc(C)ccc32)cc1
i | -2.8 | COc1cc(/C=N/Nc2ccc(Cl)c(C(=O)O)c2)ccc1OC(=O)c1ccc(F)cc1
i | -0.43 | CC/C(=N\NC(=O)c1ccc(CN(C)S(=O)(=O)c2ccc(C)cc2)cc1)c1ccc(OC(F)F)cc1
i | -0.14 | CCOC(=O)Cc1nnc(NC(=O)COc2ccc(F)cc2)s1
i | 0.37 | CCc1ccc2[nH]c3nc(C)cc(C)c3c(=O)c2c1
i | 2.1 | N#CCCSCc1ccc(OCC(=O)O)cc1
i | 1.3 | O=C(Cc1cccs1)N/N=C/C=C/c1ccco1
i | 0.98 | CCCn1c(=S)[nH]c2cc(C(=O)N3CCN(C4CCCCC4)CC3)ccc2c1=O
i | 0.22 | CCCCCOCC1CC(C/C(C)=N/NC(N)=S)C(=O)O1 (stereo not given)
i | 0.6 | O=C(O)CCC(=O)NC1CCCCC1
i | -0.63 | COc1ccc(NC(C)=O)cc1C
i | -0.5 | CC1Cc2cc(/C(O)=C3/C(=O)C(=O)N(Cc4cccnc4)C3c3cccc(O)c3)ccc2O1 (stereo not given)
i | 0.43 | COc1ccc(CNC(=O)Cn2c(=O)oc3cc(S(=O)(=O)N4CCCC4)ccc32)cc1
i | -0.48 | COc1cccc(C2CC(c3ccccc3)=NN2S(=O)(=O)c2ccc(C)cc2)c1OC (stereo not given)
i | 0.33 | CN(C)Cc1cccc([N+](=O)[O-])c1O
i | 0.62 | O=C(O)c1ccc(CNC(=O)c2ccc3c(c2)OCCO3)cc1

Of the compounds above, these contain a Cl atom:
KCNQ2 inh | Kir21 inh | molecule
i | -1.9 | CCOC(=O)C(NC(=O)Nc1ccc(Cl)cn1)(Oc1ccc(F)cc1)C(F)(F)F (stereo not given)
i | 0.7 | Cc1noc(C(=O)Nc2sc3c(c2C#N)CCC3)c1Cl
i | -4.8* | OCC1(CCc2ccccc2)CCN(Cc2cc(Cl)ccc2O)CC1
i | 1.8 | CC(=O)Nc1ccc(NC2CCCCC2NS(=O)(=O)c2ccc(Cl)cc2)cc1 (stereo not given)
i | -0.13 | O=C(NC(=S)Nc1cc([N+](=O)[O-])ccc1Cl)c1ccccc1
i | 2.1 | CCOC(=O)COc1c(OC)cc(Cl)cc1C1Nc2ccccc2C(=O)N1c1ccc(F)cc1 (stereo not given)
i | -2.8 | COc1cc(/C=N/Nc2ccc(Cl)c(C(=O)O)c2)ccc1OC(=O)c1ccc(F)cc1

Next section:
KCNQ2 inh | Kir21 inh | molecule
i | -0.05 | O=C(CCN1C(=O)c2ccccc2C1=O)Nn1cnnc1
i | -0.97 | O=C(c1cccc(-n2cccc2)c1)N1CCN(S(=O)(=O)c2ccc(F)cc2)CC1
i | -0.24 | Cc1nnc(SCC(=O)Nc2ccc(Br)cc2)n(N)c1=O
i | -0.36 | Cc1onc(-c2ccccc2)c1C(=O)N1CCN(S(=O)(=O)c2ccc(OC(F)(F)F)cc2)CC1
i | -0.97 | CC1CCCCC1NC(=O)CSc1nc2ccccc2c(=O)n1Cc1ccco1 (stereo not given)
i | -1.1 | CC(=O)N(C)C(c1ccc(N(C)C)cc1)c1nnnn1-c1c(C)cccc1C (stereo not given)
i | -0.45 | COc1ccc(-n2cnnc2SCC(=O)Nc2ccccc2F)cc1
i | -0.84 | Cc1ccc(-n2cc(CN3CCN(C(=O)c4ncn[nH]4)CC3)c(-c3ccc(F)cc3)n2)cc1
i | 2.9 | CC(C)(C)C(=O)NC(=S)Nc1sc2c(c1C#N)CCCCC2
i | -0.8 | CC(=O)/C(=N\Nc1ccccc1Cl)Sc1nnc(-c2ccccc2)n1-c1ccccc1
i | -1.6 | CC(=O)N1CCN(c2nc(-c3cccs3)nc3ccccc23)CC1
i | -0.16 | COc1ccc(Cc2nc(-c3ccc(NC(=O)c4cccnc4)cc3)no2)cc1
i | -1 | OC(c1nnc(-c2ccccc2)o1)c1cccs1 (stereo not given)
i | 0.55 | CCN(Cc1ccccc1)C(=O)COc1ccccc1
i | -0.79 | CCC(C(=O)Nc1ccccc1F)n1nc(C)c2c(C)n(-c3ccccc3)nc2c1=O (stereo not given)
i | 0.95 | Cc1nn(CC(=O)N/N=C/c2cccs2)c(C)c1[N+](=O)[O-]
i | -0.4 | CC(c1nnc(SCC(=O)N2CCc3ccccc32)n1-c1ccc(Cl)cc1)N(C)C (stereo not given)
i | 0.09 | Cn1ccc(C(=O)OCC(=O)Nc2ccccc2)n1
i | 0 | Cc1cccc2cc(CN(Cc3cccs3)Cc3nnnn3Cc3ccccc3)c(=O)[nH]c12
i | 0.67 | Cc1ccccc1C1=N/C(=C/c2cccnc2)C(=O)O1

Reprinted at random: 2 compounds from above, in no set order.
KCNQ2 inh | Kir21 inh | molecule
i | 0.67 | Cc1ccccc1C1=N/C(=C/c2cccnc2)C(=O)O1
i | 0 | Cc1cccc2cc(CN(Cc3cccs3)Cc3nnnn3Cc3ccccc3)c(=O)[nH]c12

Continued.
KCNQ2 inh | Kir21 inh | molecule
i | 0.26 | Cc1nc(/N=C(\N)NC(=O)c2ccccc2)nc2ccccc12
i | 1.9 | O=C(CN1CCCC1)Nc1ccc(Br)cc1[N+](=O)[O-]
i | 0.01 | CCC(=O)N1CC23C=CC(CC2CC12CCCCC2)O3 (stereo not given)
i | -0.64 | COCCCNS(=O)(=O)c1cc2c3c(c1)C(C)C(=O)N3CCC2 (stereo not given)
i | -0.64 | Cc1ccccc1NC(=O)C1CCC(=O)N1 (stereo not given)
i | 0.03 | COc1ccc(C(=O)N2CCCC(CCC(=O)NCc3ccc(F)c(F)c3)C2)o1 (stereo not given)
i | 0.67 | O=C1CN(C(=O)COc2ccc(Br)cc2Br)c2ccccc2N1
i | 2.9 | C/C(=N\NC(=O)c1ccccc1)c1ccc2c(c1)OCO2
i | -1.2 | Cc1sc2ncnc(SCC(=O)N3CCC(c4noc5ccc(F)cc45)CC3)c2c1C
i | -0.47 | CCCCSc1nnc2c(n1)OC(C(=O)c1ccccc1)Nc1ccccc1-2 (stereo not given)
i | -0.14 | O=S(=O)(c1ccc(-c2cn3ccccc3n2)cc1)N1CCOCC1
i | 1.8 | Cc1ccc2occ(/C=N/NC(N)=S)c(=O)c2c1
i | 0.23 | CC(Cl)C(=O)Nc1c2c(nn1-c1ccccc1)CSC2 (stereo not given)
i | -0.23 | C/C(=N\NC(=O)c1n[nH]c2c1CCC2)c1cccs1
i | 0.15 | Cc1c(C(=O)N2CCOCC2)oc2ccc(Br)cc12
i | -0.02 | O=C1C2C3C=CC(C3)C2C(=O)N1c1nc2ccccc2s1 (stereo not given)
i | -0.72 | C/C(=N/NS(=O)(=O)c1ccc(CC(C)C)cc1)c1ccncc1
i | -0.98 | Nn1cnc2scc(-c3ccc(Cl)cc3)c2c1=O
i | 2.1 | COc1ccc(/C=C/C(=O)C2CC2)cc1Cn1nc(C)c([N+](=O)[O-])c1C
i | 0.06 | CCCNS(=O)(=O)c1ccc2c(c1)n(C)c(=O)n2C
i | 0.72 | CC(C)c1ccc(NC(=O)COC(=O)CSc2nnc(N)s2)cc1
i | 0.98 | Cc1cc(C)c(CSc2ncnc3nc[nH]c23)c(C)c1
i | -1.7 | Cc1nnc2n1N=CC=C(C(C)(C)C)S2
i | 1.1 | CCCCCCSc1ccc(-c2nc3ccc(C)cn3c2NCc2ccccc2)cc1OC
i | 0.32 | O=C(C[n+]1cc(-c2ccc(Cl)cc2)n2c1CCC2)Nc1nc(-c2ccc(F)cc2)cs1
i | -0.36 | COc1ccc(NS(=O)(=O)c2c(C)n(C)c(=O)n(C)c2=O)cc1
i | -0.58 | Cc1ccc(NC(=O)c2noc3c2CCc2ccccc2-3)cc1
i | 0.39 | CC(OCC(O)CN(C)Cc1nc2ccccc2c(=O)[nH]1)c1ccc(Cl)cc1 (stereo not given)
i | -0.12 | Nc1ccccc1C(=O)N(Cc1ccccc1)Cc1ccccc1
i | 1.2 | CCCn1nc2cc(C(=O)NCc3ccc(OC(F)(F)F)cc3)ccc2c1OCC
i | -0.59 | COc1cccc(CN2CCNC(=O)C2CC(=O)NC2Cc3ccccc3C2)c1 (stereo not given)
i | -1.7 | CC1CCCN(S(=O)(=O)c2ccc(NC(=O)CN3CCN(C)CC3)cc2)C1 (stereo not given)
i | -0.39 | CN1C(=O)N(C)c2ccc(Br)c3cccc1c23
i | -0.71 | Cc1ccc(C)c(S(=O)(=O)N2CCN(C(=O)Nc3ccccc3)CC2)c1
i | 0.84 | NC(=O)COc1ccc(NC(=O)c2ccccc2-c2ccccc2)cc1
i | 0.31 | CCOC(=O)c1ccc(NC(=O)CSc2nnc(C3CC3)n2CC)cc1
i | 2.4 | COc1ccc(-n2c(SCC#N)nnc2-c2cccnc2)cc1
i | 0.65 | COC(=O)c1cccc(C23CC4(C2)[C@H](CN(Cc2cccnc2)[C@@H]4c2ccccc2)C3c2ccc(C(F)(F)F)cc2)c1 (stereo not given in full)
i | 0.03 | Cc1ccc(S(=O)(=O)Nc2ccc3c(c2)nc(C)n3C)cc1
i | -2.1 | C=C(C)Cc1c(C)c(C#N)c2nc3ccccc3n2c1NCCCN(C)C
i | 1.8 | N#C/C(=C\c1cccc(O)c1)c1nc2ccccc2o1
i | -0.93 | CC1(C)CCC(=O)N(c2ccc(OC(F)(F)F)cc2)C1=O
i | -1.2 | CC1(C)CC(=O)/C(=C(\O)CCCN2C(=O)c3ccccc3C2=O)C(=NCCO)C1
i | 2.1 | COc1ccc(-c2cc(C(=O)NN)[nH]n2)cc1OC
i | -1.2 | C=CCNC(=O)c1cnc(-c2ccccc2)nc1-c1ccccc1
i | 0.84 | COc1ccc(C(c2nnnn2CC2CCCO2)N2CCN(c3cccc(C)c3C)CC2)cc1 (stereo not given)
i | 0.28 | CN1C(=O)c2ccccc2Sc2ccc(C(=O)O)cc21
i | -0.89 | COC(=O)c1c(NC(=O)c2cccnc2)sc(C(=O)N(C)C)c1C
i | -0.4 | Cc1ccc(/C(N)=N/OC(=O)CSc2ccccc2)cc1
i | -0.57 | CCOC(=O)c1sc(-c2ccccc2)cc1N

(cont.)
KCNQ2 inh | Kir21 inh | molecule
i | 0.31 | O=C(O)c1cccc(NC(=O)c2ccc(Cl)c(S(=O)(=O)N3CCCCCC3)c2)c1
i | -1.2 | CCOC(=O)Nc1cc(C(=O)OC)cc(C(=O)OC)c1
i | -2.1 | O=C(Cc1c[nH]c2ccccc12)Nc1ccccc1N1CCOCC1
i | -0.15 | COCCn1c(SCC(=O)Nc2ccccc2C)nc2c(oc3ccccc32)c1=O
